aDG glyco act: increases alpha dystroglycan glycosylation; Pro5-aDG cells, alpha-DG glycosylation AlphaScreen (IIH6); 0% Pro5, 100% B10-LARGE cell signal; activation, % at 10 µM; 0.22% of 360,000 active; AID 624168;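 active means activation of at least 8% versus controls, or a plate z-score of at least 8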;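 further: Pro5 are CHO cells carrying HIG-tagged alpha-DG that lacks glycosylation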
m5-HT2A agonist: agonists of mouse serotonin 5-HT2A receptor (HTR2A); P35363; activation, % at 7.6 µM; CHO-K1 mHTR2A beta-arrestin complementation, luminescence; percent of 30 µM serotonin response; 0.66% of 360,000 active;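 active means activation above a run cutoff, the mean activation of all tested compounds plus 3 SD, cut at about 14% in these data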;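 further: 0% = plate median of compound wells and 100% = 30 µM serotonin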
Target sequence (P35363 whole entry, looked up): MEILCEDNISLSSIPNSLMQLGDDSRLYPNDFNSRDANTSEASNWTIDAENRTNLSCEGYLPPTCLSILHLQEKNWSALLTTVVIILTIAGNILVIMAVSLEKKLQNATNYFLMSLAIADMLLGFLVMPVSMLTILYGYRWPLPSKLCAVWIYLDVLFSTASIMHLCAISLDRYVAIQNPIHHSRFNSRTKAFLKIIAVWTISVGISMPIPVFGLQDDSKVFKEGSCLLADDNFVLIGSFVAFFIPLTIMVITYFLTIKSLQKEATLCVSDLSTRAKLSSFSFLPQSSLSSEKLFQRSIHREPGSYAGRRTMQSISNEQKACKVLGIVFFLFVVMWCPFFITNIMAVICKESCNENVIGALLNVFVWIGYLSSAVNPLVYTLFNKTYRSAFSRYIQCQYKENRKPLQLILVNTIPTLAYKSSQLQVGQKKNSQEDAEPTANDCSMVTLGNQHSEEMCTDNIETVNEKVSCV
Granule exo inh: lytic granule exocytosis inhibition; TALL-104 LAMP-1 surface exposure, flow cytometry; cells stimulated with thapsigargin and PMA; inhibition, % at 10 µM; 0.66% of 360,000 active;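 active means inhibition above about 55%, limit read from the data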
CaV13 FRET inh: Disruptors of the CACNA1D IQ motif to Ca2+-dependent inactivation inhibitor domain association, primary screening, Förster resonance energy transfer in intact living …. HEK cells, CFP/YFP FRET ICDI-IQ, plate reader, 10 min; percent FRET-ratio fall versus neutral wells. inhibition, % at 12.3 µM. 0.098% of 340,000 active. AID 743397;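 active means mean replicate inhibition of at least 30% and at least 1% of replicates passing that level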;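 further: 0% = median of the neutral control wells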
PDI turbidity: blocks human protein disulfide isomerase activity | 0.052% of 350,000 active | PDI insulin aggregation turbidity, A650, 90 min | inhibition, % at 10 µM | P07237;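 active means mean inhibition across replicates of 30% or more, whatever share of single replicates reach that level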;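 further: absorbance from insulin aggregation driven by PDI reduction with DTT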
Target sequence (P07237 whole entry, looked up): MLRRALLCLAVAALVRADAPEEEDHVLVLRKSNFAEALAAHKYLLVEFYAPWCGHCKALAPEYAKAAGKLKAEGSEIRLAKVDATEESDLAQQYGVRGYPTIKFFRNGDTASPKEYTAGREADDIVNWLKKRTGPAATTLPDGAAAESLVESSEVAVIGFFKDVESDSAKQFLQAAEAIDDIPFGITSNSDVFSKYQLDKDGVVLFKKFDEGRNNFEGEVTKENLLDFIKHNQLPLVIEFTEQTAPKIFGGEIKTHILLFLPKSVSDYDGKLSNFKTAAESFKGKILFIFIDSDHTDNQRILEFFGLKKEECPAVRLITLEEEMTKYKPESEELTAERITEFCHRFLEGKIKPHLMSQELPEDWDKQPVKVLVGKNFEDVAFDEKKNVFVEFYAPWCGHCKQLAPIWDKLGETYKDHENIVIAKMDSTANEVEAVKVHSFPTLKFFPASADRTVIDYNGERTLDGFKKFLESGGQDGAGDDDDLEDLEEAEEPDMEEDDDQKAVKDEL
Vif imaging: inhibitors of HIV Vif; HEK293T cells, Vif self-association by quenched fluorescence, imaging, 24 h; inhibition, % at 7.49 µM; 0.35% of 340,000 active; AID 602346; in the data active means inhibition above about 50%, passing the limit was not always enough; further: some results filed as inactive read as strong as hits
Cardio protect: myocardial damage modulation in H9c2 cells | H9c2 cardiomyocytes, H2O2 injury protection, ATPLite, 2 h | protection from H2O2 cell death, % at 20 µM | 0.63% of 360,000 active | AID 588492;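 active means compounds giving at least 50% protection of heart cells from peroxide-induced death in the single-dose screen, raw or plate-pattern-corrected value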;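 further: 0% = DMSO wells with peroxide and 100% = DMSO wells without peroxide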
hiPSC survival: hiPSC single-cell survival enhancement; ATPlite luminescence; 100% = ROCK inhibitor wells, 0% = DMSO; survival enhancement, % at 20 µM; 0.044% of 360,000 active; AID 602274; in the data active means survival enhancement above about 18%;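 further: cells exposed to compounds for 16 hours before the ATP read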
N-glyco inh: N-linked glycosylation inhibition; reporter increase, % at 12.5 µM; D54 ERlucT glycosylation luciferase reporter, 24 h; percent of 100 nM tunicamycin response; AID 588692; 0.23% of 360,000 active;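 active means mean luciferase reporter signal, scaled so untreated is 0 and the glycosylation-blocking control 100, at or above a set limit in every replicate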;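 further: luciferase carries N-glycosylation sites so blocking glycosylation raises the light; 0% = median of neutral control wells and 100% = median of 100 nM tunicamycin wells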
ABCB6 inh 2: inhibitors of human ABC transporter ABCB6; Q9NP58; K562-ABCB6 porphyrin accumulation, flow cytometry, 1 h; hits give low values; fluorescence ratio to DMSO, % at 10 µM; 0.19% of 360,000 active;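 active means fluorescence ratio to DMSO below 75%, the collection mean minus 3 SD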;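 further: signal is porphyrin accumulated inside mitochondria; 100% equals median channel fluorescence of DMSO control wells; lower ratio means ABCB6 inhibition with less porphyrin fluorescence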
Numbers without * were called inactive; . = not tested or not shown.

#1 CCOC(=O)c1ccc(Nc2ncnc3nc[nH]c23)cc1
#2 N#Cc1ccc2[nH]cc(C3c4cc(F)ccc4C=C(c4ccsc4)N3c3ccc(C#CCCO)cc3)c2c1 (configuration not stated)
#3 O=C(CCn1c(=O)[nH]c2ccccc2c1=O)N1CCN(c2cccc(C(F)(F)F)c2)CC1
#4 CCCN(CCC)CCNC(=O)Cn1cc2c(n1)-c1c(oc(C(=O)N3CCCC3)c1C)CC2
#5 Cc1ccc(CSc2ncnc3c2cnn3Cc2ccccc2)cc1
#6 Cc1cccc(N(CC(=O)N2CCCCCC2)S(C)(=O)=O)c1
#7 COc1ccc(-c2cc(COc3ccccc3)on2)cc1
#8 c1ccc(N2CCCCC2)c(Nc2nc3ccccc3n3cnnc23)c1
#9 COc1ccc(OC)c(S(=O)(=O)NCCc2cn3ccsc3n2)c1
#10 O=C(O)COc1ccccc1/C=N/NC(=O)CSc1nc2ccccc2n1Cc1ccc(Cl)cc1
Screen / compound no.,1,2,3,4,5,6,7,8,9,10
aDG glyco act,0.1,-0.1,-0.1,0.0,0.1,-0.1,0.1,0.3,-0.1,0.0
m5-HT2A agonist,-4,-7,0,0,-4,-5,-1,1,-2,1
Granule exo inh,-3,5,-2,2,-2,-8,2,1,-15,-2
CaV13 FRET inh,.,-5,-5,-9,-4,-3,0,2,-4,-6
PDI turbidity,5,.,-3,-3,4,10,-3,-3,.,0
Vif imaging,4,.,-25,2,-6,-5,-6,1,2,-13
Cardio protect,-15,.,5,-4,-10,8,-13,20,0,0
hiPSC survival,-1.1,-1.0,0.0,-1.9,0.5,-0.5,0.8,0.4,2.1,-0.1
N-glyco inh,-6,.,0,-2,-3,0,0,-3,2,-3
ABCB6 inh 2,93,105,98,96,95,99,101,93,101,99

#11 O=C(NCc1ccco1)c1ccc(N2CCOCC2)c([N+](=O)[O-])c1
#12 CCc1cc(-c2nnn(CCC3COCCO3)c2C(C)(C)O)ccc1-c1cn(CCc2c[nH]c3ccccc23)nn1 (configuration not stated)
#13 COc1ccc(CC(=O)Nc2cccc(C(=O)Nc3ccccc3C(=O)O)c2)cc1OC
#14 CC1CCC(N(CCCN)Cc2ccco2)CC1C (configuration not stated)
#15 Cc1cc(OCC(=O)NC(Cc2c[nH]c3ccc(O)cc23)C(=O)O)c2c(C)c(C)c(=O)oc2c1 (configuration not stated)
#16 Cc1ccccc1CN1CCNC(=O)C1CC(=O)NCCC1=CCCCC1 (configuration not stated)
#17 COc1cc(C=O)c(-c2c(C=O)cc(OC)c3c2OCO3)c2c1OCO2
#18 CCOC(=O)C1(C)CCCN(C(=O)c2cc(F)cc(F)c2)C1 (configuration not stated)
#19 COc1cc2ccc(=O)oc2cc1OCC(O)C(C)(C)O (configuration not stated)
#20 COc1ccc(N2Cc3ccccc3C2)cc1Cl
Screen / compound no.,11,12,13,14,15,16,17,18,19,20
aDG glyco act,-0.2,1.0,0.1,-0.1,-0.4,-0.2,0.3,0.1,1.4,-0.4
m5-HT2A agonist,-2,-5,3,-7,0,0,-7,-2,0,4
Granule exo inh,-10,4,4,0,-5,-1,-2,-4,-5,1
CaV13 FRET inh,-3,-4,-2,-14,.,-6,7,-8,.,-3
PDI turbidity,-1,-11,4,2,.,12,-1,-2,.,.
Vif imaging,1,-2,-4,6,-1,2,0,-6,-15,.
Cardio protect,4,-5,7,-2,7,7,7,-4,2,0
hiPSC survival,4.1,-3.6,-1.1,-0.6,1.3,-0.5,-0.6,2.6,1.0,-2.5
N-glyco inh,1,4,4,-2,1,-1,-1,0,1,0
ABCB6 inh 2,103,103,105,96,94,95,105,99,96,890

#21 CCOC(=O)c1nc(C)nc(Sc2n[nH]c(-c3ccc(C(C)(C)C)cc3)n2)c1C
#22 CC(C)(C)c1ccc(C(=O)N2CCOC23CCCCC3)cc1
#23 Cc1ccc(S(=O)(=O)N/N=C/c2ccccc2O)cc1
#24 C=CCNC(=O)COC(=O)CCC(=O)c1cccs1
#25 COc1ccccc1CNCCS(=O)(=O)NCc1ccccc1
#26 CCOC(=O)CSc1nnc(-c2cc(OC)c(OC)c(OC)c2)o1
#27 COCCNc1c2c(nc3ccccc13)CCC2
#28 CCCC(NC(=O)COc1cc2c(c3oc(=O)cc(C)c13)CCC(C)(C)O2)C(=O)O (configuration not stated)
#29 CCCCN(C(=O)c1ccc(COc2ccccc2)o1)c1c(N)n(CC(C)C)c(=O)[nH]c1=O
#30 O=C(CC(O)c1ccccc1)Nc1ccccn1 (configuration not stated)
Screen / compound no.,21,22,23,24,25,26,27,28,29,30
aDG glyco act,-0.1,-0.3,0.0,0.1,-0.2,0.1,0.1,0.0,0.1,-0.2
m5-HT2A agonist,0,1,2,-2,-1,5,-5,3,14,4
Granule exo inh,-2,2,2,4,-16,-7,0,11,1,2
CaV13 FRET inh,-5,-9,-17,-2,-9,3,-5,-2,-6,-7
PDI turbidity,10,.,5,2,0,2,-5,5,6,20
Vif imaging,2,-5,-7,.,-2,2,-4,-10,3,10
Cardio protect,9,-5,-4,1,6,0,-3,4,0,4
hiPSC survival,0.7,0.0,2.5,-0.1,1.5,3.5,-0.5,-0.2,-0.1,6.0
N-glyco inh,0,-1,6,0,1,1,2,1,-1,1
ABCB6 inh 2,106,101,98,97,104,99,99,96,101,101

#31 COc1ccc(CCNC(=O)CCCCCNc2nc(=S)[nH]c3ccccc23)cc1OC
#32 CCN(CC(=O)Nc1c(F)cccc1F)C(=O)CCCNC(=O)c1ccc(Cl)cc1
#33 COc1ccc(NC(=O)CSCC(=O)Nc2cccc3ncccc23)cc1
#34 CCCN(CCC)CCNC(=O)c1cn(C)c(=O)c2c1c1ccccc1n2C
#35 O=C(NCC(=O)N1CCN(S(=O)(=O)c2ccccc2)CC1)c1ccc(Br)o1
#36 O=C(c1ccccc1)c1c[nH]c(C(=O)NNc2ccccc2)c1
#37 COCCCNC(=S)NNC(=O)C1CC1c1ccc(C(C)(C)C)cc1 (configuration not stated)
#38 O=C(O)c1ccccc1C(=O)Nc1nccs1
#39 NC(=S)Nc1ccccc1Br
#40 Cc1ccc(/C=N/NC(=O)CN2C(=O)CSc3ccccc32)o1
Screen / compound no.,31,32,33,34,35,36,37,38,39,40
aDG glyco act,1.7,0.0,0.0,0.1,-0.1,4.1,1.8,-0.1,-0.3,0.0
m5-HT2A agonist,-1,1,-7,-6,4,0,0,1,-2,20*
Granule exo inh,0,-2,3,16,0,-6,1,2,-4,5
CaV13 FRET inh,-4,-6,-4,-16,-4,-6,8,-3,-4,-14
PDI turbidity,-2,-1,-6,-5,-4,5,10,2,9,-4
Vif imaging,-15,-5,-10,20,-15,-3,-4,6,2,0
Cardio protect,4,-2,2,2,-4,-18,-17,2,-1,-1
hiPSC survival,0.7,1.6,-0.2,-0.1,-0.5,-3.2,-1.0,0.2,-0.8,2.8
N-glyco inh,-2,-1,-2,2,0,3,1,1,2,-1
ABCB6 inh 2,96,100,102,98,90,104,90,100,99,99

#41 Cc1nccn1Cc1cccc2ccccc12
#42 COc1ccc(NC(=O)c2cccc(NC(=O)c3ccccc3)c2)c(OC)c1
#43 Cc1nc2scc(C)n2c(=O)c1S(=O)(=O)N1CCN(c2ccccc2)CC1
#44 CC(=O)c1cccc(NC(=O)CCNS(=O)(=O)c2cccc(C(C)=O)c2)c1
#45 CC(CC(=O)O)Nc1ccccc1O (configuration not stated)
#46 Nc1nccc(SCc2ccccc2)n1
#47 COc1cc(NC(=O)COC(=O)CCCC2=NS(=O)(=O)c3ccccc3N2)cc(OC)c1
#48 Cn1cc(C(=O)N2CCc3ccccc32)cn1
#49 CC1(C(=O)NCc2ccco2)Cc2c(-c3ccc4c(c3)OCO4)ccnc2O1 (configuration not stated)
#50 COc1ccc2[nH]c(C(=O)N(C)Cc3ccccc3)c(C)c2c1
Screen / compound no.,41,42,43,44,45,46,47,48,49,50
aDG glyco act,0.5,-0.1,-0.1,0.1,-0.3,0.3,-0.1,-0.3,-0.2,0.0
m5-HT2A agonist,0,9,-2,-2,4,-7,-14,0,-3,-12
Granule exo inh,2,5,27,2,-4,1,-3,8,8,-7
CaV13 FRET inh,-5,10,-4,-5,2,-16,-2,-4,-5,-4
PDI turbidity,8,7,0,4,6,29,9,6,10,-4
Vif imaging,2,-4,0,-11,8,-2,17,-1,-14,2
Cardio protect,-6,16,-8,4,0,0,-2,-1,1,8
hiPSC survival,1.4,0.2,0.1,1.2,0.1,-1.9,-0.5,-0.9,-1.9,0.0
N-glyco inh,3,0,0,-1,0,-3,2,3,16,1
ABCB6 inh 2,99,99,102,102,96,108,97,93,99,95

#51 O=C(CN(C(=O)c1csnn1)c1cccc2c1CCCC2)NC1CCCC1
#52 COc1cc(-c2csc(C)n2)ccc1O
#53 O=C(Nc1cccc(-c2ccc(N3CCOCC3)nn2)c1)c1ccc(Cl)cc1
#54 CCC1CCCCN1CCCNC(=O)c1c(O)nc2cc(C)ccn2c1=O (configuration not stated)
#55 Cc1sc(N)c(C(=O)c2ccccc2Cl)c1C
#56 Cn1c(CSCc2ccc(F)cc2)nnc1SCC(=O)N1CCN(c2ccccc2)CC1
#57 Nc1nc2ccccc2cc1C(=O)NCc1ccc(-c2ccccc2)cc1
#58 Oc1ccc(/C=C/c2nc(-c3ccccc3O)n(-c3ccccc3)n2)cc1
#59 CC(C)Oc1ccc(S(=O)(=O)N2CCOCC2)cc1NC(=O)CCCSc1ccccc1
Screen / compound no.,51,52,53,54,55,56,57,58,59
aDG glyco act,0.1,0.0,-0.3,0.0,-0.2,1.0,0.9,0.2,0.0
m5-HT2A agonist,1,-6,-7,1,2,4,1,4,0
Granule exo inh,-3,4,-3,-5,-4,-1,3,-4,14
CaV13 FRET inh,-3,1,-7,-3,-7,-6,-12,-5,-4
PDI turbidity,-4,-2,1,-9,-4,-15,.,48*,10
Vif imaging,-12,-2,-14,4,-10,-9,.,2,0
Cardio protect,-1,-1,-5,-2,2,-3,.,-22,7
hiPSC survival,-2.2,1.9,0.0,1.3,3.6,3.9,.,-0.3,-0.6
N-glyco inh,-1,0,-4,1,1,-1,.,-7,-1
ABCB6 inh 2,95,87,98,100,103,96,.,90,103

From PubChem BioAssay
